Screens: PubChem BioAssay, several laboratories
rCAG binder: binds r(CAG) RNA repeats. r(CAG) RNA repeat, TO-PRO-1 dye displacement fluorescence. inhibition, % at 3 µM. 370,000 tested, 1.3% active. AID 651821;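 active = inhibition above the plate cutoff, the mean of all test compounds on that plate plus 3 SD, cut at about 35% in these data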;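 note: 0% = DMSO alone and 100% = 100 µM mitoxantrone as full dye displacement; higher means more dye released from RNA so lower well fluorescence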
sPLA2-III inh: Blocks human group III sPLA2 activity. 370,000 tested, 0.56% active. AID 743126. inhibition, % at 12.2 µM. QFRET BODIPY PC-A2 liposome hydrolysis, fluorescence;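 active = inhibition above mean plus 3 SD of compounds lying within the high and low control bounds, cut at about 19% in these data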;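 note: 0% = median of test compound wells and 100% = no enzyme DMSO wells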
Target sequence (Q9NZ20 whole entry, looked up): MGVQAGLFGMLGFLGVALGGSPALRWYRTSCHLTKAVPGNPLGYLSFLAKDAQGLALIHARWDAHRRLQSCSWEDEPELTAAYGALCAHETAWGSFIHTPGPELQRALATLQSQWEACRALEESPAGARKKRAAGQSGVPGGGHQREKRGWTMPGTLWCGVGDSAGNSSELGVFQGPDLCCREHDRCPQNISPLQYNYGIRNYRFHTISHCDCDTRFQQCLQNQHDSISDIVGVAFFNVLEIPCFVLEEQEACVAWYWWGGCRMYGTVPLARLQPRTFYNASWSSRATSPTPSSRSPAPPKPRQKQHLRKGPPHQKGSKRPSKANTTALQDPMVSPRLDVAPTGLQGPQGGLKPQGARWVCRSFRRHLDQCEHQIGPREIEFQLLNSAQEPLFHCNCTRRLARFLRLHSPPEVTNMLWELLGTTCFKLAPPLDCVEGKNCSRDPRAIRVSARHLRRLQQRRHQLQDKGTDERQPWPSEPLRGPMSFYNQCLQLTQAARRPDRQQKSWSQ
ARFGAP1 inhibitor: inhibitors of rat ARFGAP1. inhibition, % at 16.5 µM. Q62848. 360,000 tested, 0.26% active. Arfgap1-stimulated ARF1 GTP hydrolysis, GDP FP detection. AID 651572;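 active = inhibition above a per-plate limit, mean inhibition of low control wells plus 3 SD, cut at about 25% in these data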;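 note: 0% = DMSO wells with enzyme and 100% = wells lacking Arfgap1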
Target sequence (Q62848 1-136 limits assumed): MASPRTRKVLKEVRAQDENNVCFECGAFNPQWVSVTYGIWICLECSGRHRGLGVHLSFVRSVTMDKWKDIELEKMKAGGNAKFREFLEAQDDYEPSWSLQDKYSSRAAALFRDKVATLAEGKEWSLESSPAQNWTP
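Replicates: Single well per compound | Assay system: Truncated rat Arfgap1 GAP domain | Control set: No-Arfgap1 wells (100%) versus DMSO full-reaction wells (0%) | Times: Enzyme reaction 120 min at 25 °C after 20 min preincubation | Reagent: Human ARF1(Δ1-17)-GTP substrate | Measured by: Tracer-displacement fluorescence polarization with EDTA stop, 620/688 nm | Measure: Percent inhibition of Arfgap1-stimulated GTP hydrolysis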
NPR2 activator: GC-B (human) receptor activation | P20594 | HEK293-GC-B cells, CNP EC30, cGMP TR-FRET; 0% at EC30 CNP, 100% saturating CNP | activation, % at 10 µM | 370,000 tested, 0.11% active | AID 1920062;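 active = activation at 10 µM reaching about 35% in either raw or pattern-adjusted values, limit read from the data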
DDE Tn6 FP inh: disrupts Tn6 cyclic peptide binding to fibrin D-Dimer-E complex | P02675 | Fibrin DD(E) TRITC-Tn6 fluorescence polarization displacement | inhibition, % at 8.3 µM | 370,000 tested, 0.21% active;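 active = inhibition above a per-campaign cutoff: mean of compounds within control limits plus 3 SD, cut at about 15% in these data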;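 note: 0% = median of all compound wells on the plate and 100% = blocking peptide control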
ADAM10 inh: ADAM10 inhibition, QFRET primary screen. O14672. 370,000 tested, 0.62% active. recombinant ADAM10, EDANS/DABCYL FRET peptide cleavage, 3 h. AID 720582. inhibition, % at 7 µM;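 active = inhibition above a per-campaign cutoff equal to the mean of compounds falling between control-based bounds plus 3 SD, cut at about 20% in these data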;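 note: 0% = DMSO wells while the 100% control is not disclosed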
proKLK7 act: activates the human kallikrein-7 zymogen; purified proKLK7, EDANS-DABCYL substrate fluorescence; 100% is mature enzyme control, 0% vehicle; 370,000 tested, 0.9% active; P49862; activation, % at 7 µM;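 active = activation above the mean of all tested compounds plus 3 SD, computed per campaign excluding outliers beyond control limits, cut at about 13% in these data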
Target sequence (P49862 whole entry, looked up): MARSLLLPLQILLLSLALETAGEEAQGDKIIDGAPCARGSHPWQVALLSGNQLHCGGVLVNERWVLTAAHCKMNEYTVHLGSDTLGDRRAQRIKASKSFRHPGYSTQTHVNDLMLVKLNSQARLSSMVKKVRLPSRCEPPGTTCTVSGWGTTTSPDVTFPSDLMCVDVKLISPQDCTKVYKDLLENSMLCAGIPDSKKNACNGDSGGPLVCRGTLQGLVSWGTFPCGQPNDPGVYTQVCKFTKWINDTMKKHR
ASAP1 inh: ASAP1 ArfGAP inhibition; Q9ULH1; inhibition, % at 16.5 µM; ASAP1-stimulated ARF1 GTP hydrolysis, GDP FP detection; AID 624377; 360,000 tested, 0.19% active; in the data active = inhibition above about 25%;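 note: 0% = vehicle with enzyme and substrate and 100% = no enzyme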
GAA850 FXN act: activators of GAA850 frataxin (FXN) promoter | HEK293 lucGAA850 FXN promoter luciferase reporter, 24 h; percent of 10 µM SAHA response | activation, % at 6 µM | 360,000 tested, 0.56% active | AID 540364;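 active = activation above the average of all compounds screened plus 3 SD, cutoff fixed separately per campaign, cut at about 7.5% in these data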;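 note: 0% = DMSO wells and 100% = 10 µM SAHA wells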
NPR1 activator: GC-A (human) enzyme activation; P16066; activation, % at 10 µM; HEK293 GC-A cells, cGMP TR-FRET, EC30 ANP; 0% at EC30 ANP, 100% saturating ANP; 370,000 tested, 0.14% active; in the data active = activation above about 40%
* marks the source's active call; other numbers are inactive results; i = inactive; · = not tested or not shown; & = joins results of further samples.

SMILES	rCAG binder	sPLA2-III inh	ARFGAP1 inhibitor	NPR2 activator	DDE Tn6 FP inh	ADAM10 inh	proKLK7 act	ASAP1 inh	GAA850 FXN act	NPR1 activator
CC(C)(C)N1Cc2nnn(Cc3ccccc3)c2-c2ccccc2S1(=O)=O	-0.4	8.2	·	1.6	5.1	0.8	0.1	·	·	-4.1
CC(C)N1CCC(N2CCN(Cc3ccc4nsnc4c3)CC2CCO)CC1 (stereo not given)	-0.8	0.6	7.6	-1.1	-2.6	-4.6	-0.6	19.8	-0.7	-0.2
O=C(Nc1cccc(Cl)c1Cl)C1CCN(c2ncccn2)CC1	1.9	3.9	16.5	5.8	7.4	1.3	-0.5	7.6	-3.1	0.9
Cc1ccc(-c2noc(C3CCCN(C(=O)c4ccc(Cl)cc4)C3)n2)o1 (stereo not given)	-5.1	-0.4	2.4	1.5	-8.0	-5.4	-0.4	-3.7	2.8	-0.6
COc1ccc(C(=O)Cn2c(=O)c(CCC(=O)O)nn3c4ccccc4nc23)cc1OC	6.1	-29.1	7.4	2.2	-3.1	6.2	0.5	8.9	-1.4	-5.4
CNC(=O)/C(C#N)=C1/SC(Cc2ccc(F)cc2)C(=O)N1c1ccccc1 (stereo not given)	-2.6	-48.2	-2.0	-11.7	0.4	-0.5	0.0	4.3	1.2	-11.0
O=C(Nc1ccc(S(=O)(=O)Nc2nccs2)cc1)c1ccc(N2C(=O)c3ccccc3C2=O)cc1	44.9*	-15.1	4.7	-11.7	2.4	9.1	0.2	-5.6	1.0	-4.8
COC(=O)C1CN(C2CC2)CCS(=O)(=O)N1Cc1cn(Cc2ccc(Cl)cc2)nn1 (stereo not given)	-0.7	2.8	·	7.2	9.6	-3.0	0.6	·	·	1.3
O=C(CSc1nc(-c2ccco2)cc(C(F)(F)F)n1)N1CCCc2ccccc21	1.1	-1.0	-7.9	-3.6	5.5	-0.9	-0.3	-3.0	3.8	-9.0
NC(=O)C1CC(=O)N(c2ccc(OCc3c(Cl)cccc3Cl)cc2)C1 (stereo not given)	-4.3	10.6	6.4	-6.9	-0.3	0.7	0.0	3.8	2.0	-1.6
NC(=O)C(=O)N/N=C/c1c[nH]c2ccc(Br)cc12	3.1	-2.5	2.3	-3.8	-2.8	2.5	-0.2	9.9	2.1	-8.8
COc1ccc(CCNC(=O)C2CC(c3ccccc3[N+](=O)[O-])=NO2)cc1 (stereo not given)	-5.6	-2.1	-0.9	3.1	-2.3	7.6	-0.8	-7.5	3.8	1.3
CC(NC(=O)c1ccccc1Cl)NC(=O)c1ccccc1Cl	-2.5	7.2	-7.8	5.8	-4.5	-4.8	0.3	-4.3	1.2	4.7
O=S1(=O)CC(N2CCCC2)CN1Cc1cn(Cc2ccc(F)cc2)nn1 (stereo not given)	2.1	2.7	2.5	-3.1	-2.3	-8.3	0.1	2.8	·	0.2
C[C@H](O)[C@@H]1C(=O)N2CCc3c([nH]c4ccccc34)[C@@H]2C[C@@H]1N(C)C(=O)Nc1ccccc1	5.9	-1.0	-2.0	0.1	-3.1	i	26.5*	-0.4	-0.7	8.3
Cc1ccccc1C(=O)NNC(=O)C1CCN(c2ncccn2)CC1	-4.7	9.3	-7.5	-0.1	5.2	-13.1	-0.1	-11.9	0.5	-0.8
FC(F)Oc1ccccc1NC(=S)NCCc1ccccc1	0.3	11.1	-3.8	3.6	-3.3	8.4	0.3	1.0	-1.6	0.8
Cn1nnc2cc(C(=O)NC(C)(C)C)ccc21	-0.8	2.1	-6.6	1.6	-12.5	-4.5	-0.5	-6.0	-0.7	6.4
O=C(CCc1nc2ccccc2c(=O)[nH]1)NNC(=O)c1ccccc1Cl	3.9	16.1	2.5	-1.2	7.6	-4.0	-1.5	1.7	0.6	0.4
Cc1ccccc1-c1nc(CS(=O)(=O)CC(=O)NCCCN2CCN(C)CC2)c(C)o1	-6.8	2.2	3.1	1.4	-2.1	1.9	-0.1	-10.4	2.0	-3.5

3 compounds already listed, ordered by the number in NPR1 activator, largest number first:
| SMILES | NPR1 activator |
| --- | --- |
| FC(F)Oc1ccccc1NC(=S)NCCc1ccccc1 | 0.8 |
| NC(=O)C(=O)N/N=C/c1c[nH]c2ccc(Br)cc12 | -8.8 |
| CNC(=O)/C(C#N)=C1/SC(Cc2ccc(F)cc2)C(=O)N1c1ccccc1 (stereo not given) | -11.0 |

(listing goes on)
SMILES	rCAG binder	sPLA2-III inh	ARFGAP1 inhibitor	NPR2 activator	DDE Tn6 FP inh	ADAM10 inh	proKLK7 act	ASAP1 inh	GAA850 FXN act	NPR1 activator
CCOCCn1c(CN2CCN(C(c3ccccc3)c3ccccc3)CC2)nc2c1c(=O)n(C)c(=O)n2C	-2.6	-3.6	7.7	-0.9	1.1	-1.4	0.2	-4.4	1.2	-13.4
CCN(CC)S(=O)(=O)c1ccc(OC)c(NC(=O)COc2ccccc2[N+](=O)[O-])c1	2.9	1.1	6.9	-1.7	3.1	-2.5	0.1	-7.1	-1.0	5.2
CCOC(=O)c1sc2ncnc(N3CCN(C)CC3)c2c1C	-7.7	-2.4	-0.9	-2.1	3.8	-58.2	0.4	-1.1	6.3	4.5
CCOC(=O)[C@]12CCC=C1N(Cc1ccc(Cl)cc1Cl)C(=O)[C@H](CC(=O)NCCC(C)C)C2	3.9	-8.9	-1.0	5.2	4.3	4.4	0.7	-29.7	·	-4.9
Cc1cc(-c2nnc3n2N=C(C(C)(C)C)CS3)n[nH]1	3.1	3.3	1.5	1.5	3.0	-2.9	-0.2	9.9	0.1	1.8
Cn1cnc(S(=O)(=O)N2CCCCC2c2cc(C(=O)Nc3ccc(F)c(Cl)c3)no2)c1 (stereo not given)	1.8	4.0	10.2	2.8	-6.8	-3.8	0.7	6.7	1.1	4.4
CN(C)CCCN(Cc1cc2cc3c(cc2[nH]c1=O)OCO3)C(=S)Nc1ccccc1	4.2	5.8	21.1	-2.7	-2.4	i	8.0	4.2	-0.9	-4.7
Cc1cc(C)cc(C(=O)NC(=S)Nc2ccc3c(c2)OCCO3)c1	0.0	-2.1	-1.0	-8.6	-0.2	4.0	0.5	10.3	4.5	-7.8
COc1nnc(-c2ccc(N3CCOCC3)c(NC(=O)C3CCCCC3)c2)c2ccccc12	-1.7	-1.8	-8.0	4.5	6.0	1.3	0.2	-1.5	2.5	3.9
CCOc1ccc(Cn2c(C)nc([N+](=O)[O-])c2SCC(O)CCl)cc1[N+](=O)[O-] (stereo not given)	-0.3	-11.2	2.0	-4.0	8.8	2.4	-0.7	-7.2	1.6	6.3
CCOC(=O)c1c(NC(=O)CSc2nnc(C)c(=O)[nH]2)sc2c1CCCC2	69.5*	-10.6	-9.0	-0.1	-1.5	-1.9	-0.1	-7.2	0.4	-0.6
Cc1ccc(NC(=O)Cn2nnc3ccccc32)cc1	0.4	1.1	-4.8	-1.7	3.3	5.0	-0.2	2.8	7.2	1.4
COc1ccc(C(=O)NNC(=O)C(=O)NC2CCCCC2)cc1	1.8	0.0	2.7	-0.9	-2.4	-1.8	0.0	3.2	-0.6	-1.8
O=C(COc1cccc(C(F)(F)F)c1)NCC(c1ccco1)N1CCCCC1 (stereo not given)	-14.8	-2.3	7.8	3.9	5.1	-11.2	-0.4	6.2	-0.8	0.2
COc1cc(C2C(C#N)=C(C)NC(C)=C2C#N)cc(OC)c1OC	0.5	10.4	11.7	2.7	3.5	-15.8	-0.2	2.6	0.9	13.1
CC(Oc1ccc(F)cc1)C(=O)/C=C\N(C)C (stereo not given)	3.8	-11.9	0.0	2.0	-9.0	7.3	-1.3	9.7	1.3	-0.7
CCCc1nc2sc3c(c2c(=O)n1NC(=O)CCC(=O)OC)CCCC3	6.3	-5.3	-3.3	-2.2	7.0	7.7	-0.1	10.9	-0.7	-2.2
C(=C\c1ccccc1)/CN1CCN(C(c2ccccc2)c2nnnn2-c2ccc3c(c2)OCCO3)CC1 (stereo not given)	4.2	-9.6	-10.0	-10.2	3.6	29.4*	1.2	7.9	·	-1.6
Cc1ccc(C(=O)NCC(=O)OCC(=O)NCCc2ccccc2)s1	-2.2	0.8	-2.2	-7.8	-6.1	-3.9	0.4	-9.4	1.8	3.4
Cc1nc(N2CCN(C)CC2)c2sc(=S)n(-c3ccccc3)c2n1	-5.9	-5.4	-10.1	-10.1	-1.9	-2.2	0.1	2.9	0.1	-2.5
Cc1noc(C)c1NC(=O)N(C)C[C@@H]1Oc2c(NC(=O)NC(C)C)cccc2C(=O)N([C@@H](C)CO)C[C@@H]1C	-0.5	2.3	-3.7	1.6	4.0	-2.5	0.0	12.0	0.7	3.0
CCOC(=O)c1cccc(Nc2ncnc3ccc(C)cc23)c1	-0.8	-11.5	0.2	-4.6	-11.4	0.3	1.7	-6.8	-0.1	3.8
CCOc1ccc(/C=N/NC(=O)c2cc(-c3ccccc3)nc3ccccc23)cc1O	14.3	-16.0	4.1	-1.5	0.0	12.1	-0.8	6.1	2.2	-3.2
Cc1ccc(NC2=NCCCCC2)cc1C	1.0	-0.3	1.3	-0.8	-6.1	-10.6	-0.4	-20.9	-1.8	-2.4
CCC1CCc2c(sc3nc(SCC(=O)NCc4ccco4)n(-c4ccccc4)c(=O)c23)C1 (stereo not given)	5.1	-0.4	0.7	-3.5	0.6	-5.5	0.6	0.8	0.9	-0.8
Cc1ccc(/C(O)=C/c2nc3cc(C)ccc3oc2=O)cc1	-1.7	7.7	7.8	-1.9	-5.8	-9.5	-0.3	0.7	0.2	0.4
O=C(O)c1ccccc1-c1ccccc1C(=O)NCc1cccnc1	-0.1	3.0	3.5	3.7	4.8	-6.6	-0.4	-5.2	1.1	2.1
O=C(CSc1nncs1)Nc1ccc(Cl)cc1C(F)(F)F	0.7	-2.8	-4.6	0.1	0.1	1.4	0.5	-3.1	0.8	-0.8
N#C/C(=C(/O)c1ccco1)c1nc2ccccc2s1	4.0&5.7	-5.1&-7.0	10.6&15.2	-3.0&-2.6	-3.1&-1.3	1.5&-0.9	0.2&0.1	2.9&4.5	3.6&2.6	3.2&5.7
Cc1cccc(-c2nc(CS(=O)CC(=O)N3CCN(C)CC3)c(C)o2)c1 (stereo not given)	1.1	0.0	0.8	-2.1	-6.3	-4.9	0.0	-8.1	1.7	1.8
Cc1cc(C)cc(C(=O)OCC(=O)N2CCCC2)c1	-0.3	2.1	-13.0	-0.4	-0.5	2.7	-0.7	-1.9	1.8	-2.7
Cc1cc(C)c(C(N)=O)c(SCC(=O)c2cc(C)n(-c3cc(C)on3)c2C)n1	0.2	0.8	-0.7	1.2	9.0	0.2	-0.1	-6.1	-1.9	-3.3
CN(C)Cc1cccc(-c2ccccc2)c1O	0.8	15.1	2.5	1.0	0.4	-50.5	-1.9	-8.5	0.9	-0.3
CCOC(=O)c1c(NC(=O)NC(C)(C)C)sc2c1CCN(C)C2	-8.8	8.5	7.5	0.1	-4.9	-2.5	0.1	3.8	-0.1	7.6
CC(Nc1cccc2ccccc12)C(=O)N/N=C/c1ccccn1 (stereo not given)	6.1	9.3	-2.8	-1.2	3.5	-10.1	-0.2	17.8	-0.6	-3.8
